Glioma ERSR ind: induces the endoplasmic reticulum stress response in human glioma cells; U87-MG GRP78 promoter luciferase reporter, 16 h; Potency, µM, for the others: at the top dose activation, actives largely listed as activators; 0.02% of 420,000 active; AID 602332; active = well fitted activation curve with a large enough effect; inconclusive = small, poorly fitted or top-dose-only effect; inactive = no such curve, though single readings can be large or run the other way; also: series mostly up to about 76 µM; % of control where 0% means no effect; nearly all actives have a fitted effect of over 35% in size
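Stably transfected U87-MG glioma cells carrying a GRP78-based luciferase sensor; 16 h compound incubation. Luminescence end-point read 10 min after Bright-Glo addition at room temperature.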
An asterisk follows results filed as active; ? = inconclusive; & = joins results of further samples. Potency is read from the fitted curve at half-maximal effect. Some of the compounds tested (hit frequency here may not be typical).

Molecule	Glioma ERSR ind
CC[C@H]1[C@@H]2C=C[C@@H]3[C@H]4C/C=C\C(=O)NCCC[C@@H]5NC(=O)C(=C5O)C(=O)CC[C@@H]4C[C@@H]3[C@H]2C[C@H]1C	-5.3%&-4.8%
COc1cccc(Cn2c(=O)c(-c3ccccc3)nc3cnc(N4CCNCC4)nc32)c1	-3.6%
Cc1cnc(C)c(-c2ccc(F)c3c2OC(CNC(=O)Cc2c(F)cccc2F)C3)n1 (configuration not stated)	-5.9%
COc1ccccc1C(=O)N[C@@H]1c2ccccc2C2(CCN(Cc3cccnc3)CC2)[C@H]1O	-5.2%
CCCCC/C=C\C=C\[C@H](O)CCCCCCCC(=O)O	-4.6%
Cc1cc(F)ccc1OC1C=CC(c2ccc3c(c2)OCO3)OC1CO (configuration not stated)	-4.7%
COc1ncc2ncc(=O)n(CCc3ccccc3)c2n1	-2.8%
CC(=O)OCC(=O)[C@@]1(O)CCC2C3CC[C@H]4CC(O)CC[C@@]4(C)C3C(=O)C[C@]21C (some centres not stated)	-3.2%
CC1CC[C@@]23CCC4(C)[C@@]5(C)CCC6C(C)(C)C(=O)CC[C@@]6(C)C5C=C[C@@]4(OC2=O)C3C1C (some centres not stated)	-3.4%
COc1cc2nc(N(C)C)c(CNCc3nonc3C)cc2c(OC)c1OC	-5.7%
CCCCCCCCCCCCC/C=C/[C@@H](O)[C@@H](N)COP(=O)(O)O	-4.9%
CC(C)C[C@H](NC(=O)[C@H](CCCCN)NC(=O)[C@H](CCCNC(=N)N)NC(=O)[C@H](C)NC(=O)[C@H](CO)NC(=O)[C@H](CCCCN)NC(=O)[C@H](CCCNC(=N)N)NC(=O)[C@H](C)NC(=O)CNC(=O)[C@@H](NC(=O)[C@H](Cc1ccccc1)NC(=O)CNC(=O)CNC(=O)[C@@H](N)Cc1ccccc1)[C@H](C)O)C(=O)N[C@@H](C)C(=O)N[C@@H](CC(N)=O)C(=O)N[C@@H](CCC(N)=O)C(=O)O	-3.3%
O=C([C@@H]1C[C@@H](Sc2nc3ccccc3[nH]2)CN1Cc1c(F)cccc1F)N1CCOCC1	-3.4%
CN1CCN(c2ncnc3ccc(-c4ccoc4)cc23)CC1	-5.5%
CC(C)C(C(=O)O)N1C(=O)/C(=C/c2ccc(Br)cc2)SC1=S (configuration not stated)	?
CCOC(=O)N1CCN(Cc2ccc3c(c2)CN(C(=O)c2noc4c2CCCC4)CCO3)CC1	-6.1%
CO[C@@H]1COC(=O)C/C=C\[C@@H](C)COC(=O)[C@H](Cc2ccccc2)NC(=O)C/C=C\[C@H]1C	-4.2%
CO/N=C(/C(=O)N[C@@H]1C(=O)N2C(C(=O)O)=C(COC(N)=O)CS[C@H]12)c1ccco1	-2.5%
COCn1c2ccccc2c2nnc(C(=O)O)nc21	-4.4%
COCCn1c(=O)c(C)nc2cnc(N3CCNCC3)nc21	-4.7%
CC(=O)Nc1ccccc1-c1nc(CNC(=O)c2ccc(Cl)cc2)c(C)o1	-2.8%
OCCN1CC(O)C(O)C(O)C1CO (configuration not stated)	-5.6%
COc1ccc(CNc2ccnc(-c3ccc4c(c3)OCO4)n2)c(OC)c1	0.9%
COc1ccc2[nH]c(I)c(CCNC(C)=O)c2c1	-2.1%&-1.5%
CC(=O)OCC1OC(C#CC(C)(C)C)C=CC1OC(C)=O (configuration not stated)	-1.3%&-2.4%
O=C1CCCC2CCCCN12 (configuration not stated)	0.1%
COc1cc(=O)n2c(c1C(=O)N(C)Cc1nonc1C)CCN(Cc1ccc(F)cc1)CC2	-2.0%
C[C@H](C(=O)O)c1cccc(Oc2ccccc2)c1	-0.6%
OCC(CO)NC1C[C@](O)(CO)[C@@H](O)[C@H](O)[C@H]1O (some centres not stated)	-3.9%
CO[C@@H]1COC(=O)CC=C[C@@H](C)[C@@H]2C=C[C@@H](O)[C@@H](COC(=O)C/C=C\[C@H]1C)O2	-2.4%
CC1CN(CC(=O)NCC2(N3CCOCC3)CCCC2)Cc2cc(Cl)ccc2O1 (configuration not stated)	-3.0%
COc1ccc(NC(=O)N2CCCC3(CCN(C(=O)c4ccc(OC)cc4)CC3)C2)cc1	-2.9%
CCN1C(=O)[C@H]2[C@H]3[C@H](O)[C@H](O)C/C(=N/OC[C@@H](C)[C@H](OCc4ccccc4)C(C)C)[C@@H]3CC[C@@H]2C1=O	-2.7%
COC(=O)[C@H]1C2CC3c4[nH]c5ccccc5c4CCN3CC2CC[C@@H]1O (some centres not stated)	-3.6%
CCCCc1cc2c(=O)c(C(=O)OC)c[nH]c2cc1OCc1ccccc1	-1.6%
COC(=O)[C@@H]1CCCN1C(=O)[C@@H](C)CO	-4.0%
CC(Oc1ccccc1)C(=O)NCC1Cc2cc(F)cc(-c3ccccn3)c2O1 (configuration not stated)	-2.9%
CCC(C)C1NC(=O)C(CCNCS(=O)(=O)O)NC(=O)C(NC(=O)C(CCNCS(=O)(=O)O)NC(=O)C(NC(=O)C(CCNCS(=O)(=O)O)NC(=O)CCCCC(C)C)C(C)O)CCNC(=O)C(C(C)O)NC(=O)C(CCNCS(=O)(=O)O)NC(=O)C(CCNCS(=O)(=O)O)NC(=O)C(C(C)CC)NC1=O (configuration not stated)	-1.5%
COc1ccc(C(=O)N2CCCC(c3nc(SCc4ccccn4)ncc3C)C2)cc1F (configuration not stated)	-0.4%
COc1cc(-c2cc(C)c3cccc(OC)c3n2)cc2c1OCCN(C(=O)CCn1ccc(C)n1)C2	-3.0%
COc1cc(-c2cnc3ccccc3c2)cc2c1OCCN(S(=O)(=O)C[C@]13CC[C@H](CC1=O)C3(C)C)C2	-5.9%
N#Cc1ccc(CN2CC[C@@]3(CCCN(C(=O)c4ccncc4)C3)C2)cc1	-3.0%
COC(=O)[C@@H]1C[C@@H](NC(=O)c2cnsn2)CN1Cc1ccc(Cl)cc1	1.3%
N[C@@H](COC(c1cccc(F)c1)c1ccccc1OCc1ccccc1)C(=O)O (some centres not stated)	-4.0%
COC(=O)CC1C(C)(C)C(=O)C2CC3=C(CC[C@]4(C)C3=CC(=O)OC4c3ccoc3)[C@@]1(C)C2=O (some centres not stated)	-4.5%
CSc1nc(N)c2ncn([C@H]3O[C@H](COP(=O)(O)OP(=O)(O)OP(=O)(O)O)[C@@H](O)[C@@H]3O)c2n1	?
O=CC(O)C(O)C(O)C(O)CO (configuration not stated)	-4.8%
COc1ccc(CC(N)C(=O)NC2C(O)[C@H](n3cnc4c(N(C)C)ncnc43)O[C@@H]2CO)cc1 (some centres not stated)	-6.0%
COc1ncc2nc(-c3cccs3)c(=O)n(CCc3ccccc3)c2n1	0.4%
COc1ncc2nc(-c3ccc(Cl)cc3)c(=O)n(C[C@H]3CCCO3)c2n1	3.1%
FC(F)(F)c1ccccc1-c1ccc2ncnc(NCc3cccnc3)c2c1	-1.8%
Nc1nc(-c2nn(Cc3ccccc3F)c3ncccc23)ncc1C1CC1	0.9%
OC1(c2cccnc2)CCN(Cc2ccc3c(c2)CN(Cc2cccc(F)c2F)CCO3)CC1	-5.3%
COc1ccccc1CCn1c(=O)c(-c2ccc(F)cc2)nc2cncnc21	-1.5%
CC(C)NC[C@H]1CCc2cc(CO)c([N+](=O)[O-])cc2N1	1.0%
Cc1ccc2nc3nc4ccc[nH]c4cc3c2c1	1.7%

Additional records.
Molecule	Glioma ERSR ind
CN1Cc2c(C(=O)OC(C)(C)C)ncn2-c2ccsc2C1=O	1.8%
COc1ccccc1C1CN(CCNC(=O)c2cnsn2)Cc2ccccc2O1 (configuration not stated)	-2.8%
CN(C)c1ccc(/C=C2\C(=O)Nc3ccccc32)c2ccccc12	-6.1%
C=C(C)[C@@H]1CC[C@]2(C(=O)O)CC[C@]3(C)[C@H](CCC4[C@@]5(C)CC[C@H](O)C(C)(C)[C@@H]5CC[C@]43C)[C@@H]12 (some centres not stated)	-3.7%
O=C(NCCNC[C@@H](O)COc1ccc(O)cc1)N1CCOCC1	-4.9%&-1.8%
CC(=O)OC[C@@H]1O[C@H](C/C=N\O[C@@H](C)c2cn([C@H](CO)Cc3ccccc3)nn2)C=C[C@@H]1OC(C)=O	-3.8%&-4.0%
NC(C(=O)O)c1ccc(O)cc1 (configuration not stated)	-4.4%
CCOc1ccccc1O[C@@H](c1ccccc1)[C@@H]1CNCCO1	-3.1%

Single entries from above.
`CC(=O)OCC(=O)[C@@]1(O)CCC2C3CC[C@H]4CC(O)CC[C@@]4(C)C3C(=O)C[C@]21C` (some centres not stated) in Glioma ERSR ind has -3.2%
`COc1ncc2ncc(=O)n(CCc3ccccc3)c2n1` in Glioma ERSR ind has -2.8%
`N[C@@H](COC(c1cccc(F)c1)c1ccccc1OCc1ccccc1)C(=O)O` (some centres not stated) in Glioma ERSR ind has -4.0%
`CN(C)c1ccc(/C=C2\C(=O)Nc3ccccc32)c2ccccc12` in Glioma ERSR ind has -6.1%
`Nc1nc(-c2nn(Cc3ccccc3F)c3ncccc23)ncc1C1CC1` in Glioma ERSR ind has 0.9%

The listing continues:
Molecule	Glioma ERSR ind
CCN1C(=O)[C@H]2[C@H]3[C@H](O)[C@H](O)C/C(=N/O[C@@H](C)CN4CCCCc5nc(C)c(C)cc54)[C@@H]3CC[C@@H]2C1=O	-3.7%
COCCn1c(=O)c(-c2ccccc2)nc2cnc(OC)nc21	-3.7%
O=C1CC2(CCCC2)CC(=O)N1CCCCNC[C@H]1COc2ccccc2O1	-4.0%
Cc1ccc(CNc2ncnc3sc(C(=O)N4CCCCC4c4cccnc4)c(C)c23)o1 (configuration not stated)	-5.6%
CO[C@H]1COC(=O)C/C=C\[C@H](C)COC(=O)[C@@H](OCc2ccccc2)/C=C\[C@@H]1C	-3.5%
C[C@@](N)(C(=O)O)c1cccc(CC(=O)O)c1	-4.4%
Nc1nc2c(nc(Br)n2C2OC(CO)C(O)C2O)c(=O)[nH]1 (configuration not stated)	-3.5%
COc1cc(CN2CCOc3ccc(CN4CCC(O)(c5cccnc5)CC4)cc3C2)ccc1F	-3.2%
COc1ccc(F)c(CN2CCOc3ccc(CN4CCCCC4CO)cc3C2)c1 (configuration not stated)	-1.9%
CC(C)[C@@H](OCc1ccccc1)[C@H](C)CO/N=C1/[C@H]2OC2[C@@H](O)[C@H]2[C@H]1CCn1c(=O)n(-c3ccccc3)c(=O)n12 (some centres not stated)	-3.7%
CS(=O)(=O)N1CCC[C@@]2(CCN(C(=O)Nc3ccccc3)C2)C1	-3.4%
CNc1nc(-c2cccnc2)nc2ccccc12	-2.6%
COc1ccc(CNc2ncnc3ccc(-c4ccccc4OC)cc23)c(OC)c1	-2.4%
O=c1c(-c2ccc(Cl)cc2)nc2cnc(Nc3ccccc3)nc2n1C1CC1	-3.1%
O=c1cc(-c2ccccc2)oc2cc(O)c(O)cc12	-3.5%
NC(N)=N/N=C\c1c(Cl)cccc1Cl	-2.4%

Part of the list above in another layout:
> CC(C)[C@@H](OCc1ccccc1)[C@H](C)CO/N=C1/[C@H]2OC2[C@@H](O)[C@H]2[C@H]1CCn1c(=O)n(-c3ccccc3)c(=O)n12 (some centres not stated)
  Glioma ERSR ind: -3.7%
> CS(=O)(=O)N1CCC[C@@]2(CCN(C(=O)Nc3ccccc3)C2)C1
  Glioma ERSR ind: -3.4%

Back to the main list; the 2 compounds before the break are reprinted first.
Molecule	Glioma ERSR ind
O=c1cc(-c2ccccc2)oc2cc(O)c(O)cc12	-3.5%
NC(N)=N/N=C\c1c(Cl)cccc1Cl	-2.4%
Cc1cc2oc(=O)cc(-c3ccccc3)c2c(C)c1-c1ccoc1	-4.4%
Cc1occc1C(=O)Nc1cccc(-c2nc(CNC(=O)c3cc(-c4ccccc4)n[nH]3)c(C)o2)c1	1.7%
OC/C=C/c1ccc(O)c(O)c1	4.8%
CC(C)(CO)C(O)C(=O)NCCCC(=O)O (configuration not stated)	-3.3%
COc1ccccc1C1CN(CCNC(=O)c2sccc2Cl)Cc2ccccc2O1 (configuration not stated)	-4.8%
Cc1cc(-c2ccnc(-n3ncc(C(=O)NCC4COCCO4)c3C3CC3)n2)c(C)s1 (configuration not stated)	5.5%
O=C1[C@H]2[C@H]3[C@H](O)[C@H](O)C/C(=N/OC[C@@H](O)COCc4ccco4)[C@H]3CC[C@@H]2C(=O)N1C1CCCCC1	-0.9%
CCC1CN(CCNC(=O)c2ccc(C#CC(C)(C)O)cc2)Cc2cc(OC)ccc2O1 (configuration not stated)	1.6%
CC(C)(C)NC[C@@H](O)COc1nsnc1N1CCOCC1	-4.6%
N#CCCn1c(=O)c(CCc2ccccc2)nc2cnc(OCc3ccccc3)nc21	-4.3%
Cc1nc2cnc(N3CCN(C)CC3)nc2n(C[C@H]2CCCO2)c1=O	-3.4%
COc1cccc(-c2cncnc2NC2CCNCC2)c1	-2.1%
CC(C)NC(=O)c1cn(C2CCC(NC(=O)C(C)(C)C)CC2)nn1 (configuration not stated)	-3.0%
CC(=O)OC1CC2C(C)(C)C(=O)C=C[C@]2(C)C2CC[C@@]3(C)C(c4ccoc4)OC(=O)C4O[C@@]43[C@]12C (some centres not stated)	-3.9%
C[C@@H](C[N+](C)(C)C)OC(N)=O	-1.7%
COc1ccc(-c2nc3cnc(N4CCOCC4)nc3n(-c3ccccc3)c2=O)cc1	-3.3%
COC(=O)N1CCC[C@@]2(CCN(c3ccccn3)C2)C1	12.8%
NCCCC[C@H](NC(=O)[C@@H]1CCCN1C(=O)[C@H](CO)NC(=O)[C@H](CC(=O)O)NC(=O)CNC(=O)[C@H](CCCN=C(N)N)NC(=O)CN)C(=O)O	-3.1%
CC12CCC(C1)C(C)(C)C2=O (configuration not stated)	-3.5%
CCCC(=O)N1CCCN(c2nc(N)c3cc(OC)c(OC)cc3n2)CC1	6.1%
CN(C)c1ncc2nc(-c3ccccc3)c(=O)n(C[C@H]3CCCO3)c2n1	-0.6%

Screening data deposited in PubChem BioAssay by National Center for Advancing Translational Sciences (NCATS).
